# Source: PubChem
# ADAM17 inh – ADAM17 inhibitors, primary screen, biochemical, QFRET. 370,000 compounds, 0.83% hits. Disintegrin and metalloproteinase domain-containing protein 17 (Homo sapiens), P78536. recombinant ADAM17, EDANS/DABCYL FRET peptide cleavage. inhibition, % at 6.95 µM;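 active = inhibition above the mean of compounds lying between control limits plus 3 SD, set per campaign, cut at about 8.5% in these data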;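 note: 0% = DMSO-only wells as the low control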
# ASAP1 GAP inh – inhibitors of human ASAP1 ArfGAP activity, primary screen, biochemical, fluorescence polarization. ASAP1-stimulated ARF1 GTP hydrolysis, GDP FP detection. inhibition, % at 16.5 µM. 360,000 compounds, 0.19% hits; in the data active = inhibition above about 25%;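 note: 0% = vehicle with enzyme and substrate and 100% = no enzyme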
# PLC-gamma1 inh – PLC-gamma1 enzyme inhibitors, primary screen, biochemical, fluorescence, purified enzyme; 1-phosphatidylinositol 4,5-bisphosphate phosphodiesterase gamma-1 (Homo sapiens), P19174; fluorogenic substrate; inhibition, % at 12.2 µM; 370,000 compounds, 0.84% hits; AID 720700, 2013; in the data active = inhibition above about 9.5%
# Target sequence (P19174 whole entry, looked up): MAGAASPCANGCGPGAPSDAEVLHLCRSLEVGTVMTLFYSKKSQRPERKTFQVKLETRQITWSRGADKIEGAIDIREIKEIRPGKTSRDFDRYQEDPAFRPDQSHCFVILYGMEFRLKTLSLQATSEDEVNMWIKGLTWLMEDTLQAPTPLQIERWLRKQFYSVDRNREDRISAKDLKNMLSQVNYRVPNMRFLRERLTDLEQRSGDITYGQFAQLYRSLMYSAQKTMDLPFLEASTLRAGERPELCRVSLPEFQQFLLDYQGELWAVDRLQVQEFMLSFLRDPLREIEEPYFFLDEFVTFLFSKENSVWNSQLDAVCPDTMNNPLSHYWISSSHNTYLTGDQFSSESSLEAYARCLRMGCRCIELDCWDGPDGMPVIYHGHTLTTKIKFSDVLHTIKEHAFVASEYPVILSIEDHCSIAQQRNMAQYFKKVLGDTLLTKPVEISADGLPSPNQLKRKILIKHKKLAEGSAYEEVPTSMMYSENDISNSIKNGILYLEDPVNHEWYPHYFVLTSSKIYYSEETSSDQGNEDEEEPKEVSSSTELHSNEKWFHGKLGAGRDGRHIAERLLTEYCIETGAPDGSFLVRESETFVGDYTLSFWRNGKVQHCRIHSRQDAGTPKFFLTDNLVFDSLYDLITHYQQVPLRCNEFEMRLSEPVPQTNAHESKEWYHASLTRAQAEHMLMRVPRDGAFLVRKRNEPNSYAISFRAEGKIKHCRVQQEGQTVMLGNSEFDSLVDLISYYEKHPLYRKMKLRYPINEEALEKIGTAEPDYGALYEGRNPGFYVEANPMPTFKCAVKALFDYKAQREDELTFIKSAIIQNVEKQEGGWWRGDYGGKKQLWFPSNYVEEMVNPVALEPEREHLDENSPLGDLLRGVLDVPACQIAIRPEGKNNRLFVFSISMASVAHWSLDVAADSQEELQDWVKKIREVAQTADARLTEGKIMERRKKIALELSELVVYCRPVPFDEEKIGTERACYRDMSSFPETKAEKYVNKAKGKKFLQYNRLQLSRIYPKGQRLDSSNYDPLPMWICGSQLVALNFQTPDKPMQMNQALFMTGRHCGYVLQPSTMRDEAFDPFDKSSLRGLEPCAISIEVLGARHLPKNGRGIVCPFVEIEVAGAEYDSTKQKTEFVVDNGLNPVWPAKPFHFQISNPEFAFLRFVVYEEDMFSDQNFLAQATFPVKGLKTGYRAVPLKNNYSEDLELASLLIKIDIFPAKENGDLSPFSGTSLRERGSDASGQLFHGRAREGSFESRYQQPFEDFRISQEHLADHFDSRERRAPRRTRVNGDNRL
# MBD2 inh – inhibitors of MBD2 binding to methylated DNA, primary screen, biochemical, TR-FRET, DNA-binding domain, human; Methyl-CpG-binding domain protein 2 (Homo sapiens), Q9UBB5; MBD2 binding to methylated oligonucleotide; inhibition, % at 4.4 µM; 370,000 compounds, 0.31% hits; AID 686964, 2013; in the data active = inhibition above about 13%
# Tn7 DDE FP – inhibitors of Tn7 peptide binding to fibrin DD(E), primary screen, biochemical, fluorescence polarization, human fibrin, Tn7 probe; AID 720508, 2013; Fibrinogen beta chain (Homo sapiens), P02675; inhibition, % at 8.3 µM; FP displacement of FITC-Tn7 peptide from fibrin DD(E); 0% = median of compound wells per plate; 370,000 compounds, 0.13% hits;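 active = inhibition above the mean of compounds falling within the control limits plus 3 SD of them, cut at about 14% in these data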;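 note: 0% = plate median of compound wells and 100% = 10 µM Aha-Tn7 peptide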
#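 Assay system: Fibrin-DD(E) protein isolated from polymerized human fibrin clots; read-out basis: percent inhibition; medium: Tris/NaCl/CaCl2 buffer, pH 7.8; signal: FP measurement; incubation: 10 min plus 3 h, room temperature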
# KLK7 zymogen act – proKLK7 zymogen activators, primary screen, biochemical, fluorescence intensity. 370,000 compounds, 0.9% hits. AID 652039, 2013. Kallikrein-7 (Homo sapiens), P49862. activation, % at 7 µM. purified proKLK7, EDANS-DABCYL substrate fluorescence; 100% is mature enzyme control, 0% vehicle;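 active = activation above the mean of all tested compounds plus 3 SD, computed per campaign excluding outliers beyond control limits, cut at about 13% in these data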
# UHRF1 MBD2 ctr – UHRF1 methylated DNA binding inhibitors, primary screen, counter-screen for MBD2 inhibitor project, biochemical, TR-FRET, human UHRF1, single concentration. E3 ubiquitin-protein ligase UHRF1 (Homo sapiens), Q96T88. UHRF1 binding to methylated oligo. inhibition, % at 4.4 µM. 370,000 compounds, 0.75% hits. AID 687016, 2013; in the data active = inhibition above about 21%;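 note: UHRF1 SRA domain binding a hemimethylated CpG hairpin DNA probe; 0% = median of test compound wells and 100% = reference inhibitor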
# ARFGAP1 inhibitor – inhibitors of rat ARFGAP1 GAP activity, primary screen, biochemical, fluorescence polarization, GDP tracer. Arfgap1-stimulated ARF1 GTP hydrolysis, GDP FP detection. 360,000 compounds, 0.26% hits. inhibition, % at 16.5 µM;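 active = inhibition above a per-plate limit, mean inhibition of low control wells plus 3 SD, cut at about 25% in these data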;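 note: 0% = DMSO wells with enzyme and 100% = wells lacking Arfgap1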
#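 Material: truncated rat Arfgap1 GAP domain; Incubation: compound-enzyme preincubation 20 min, reaction 120 min, detection 60 min, 25 °C; Read-out: percent inhibition of Arfgap1-stimulated GTP hydrolysis; Technique: FP, GDP Alexa 633 tracer displaced from anti-GDP antibody, 620/688 nm; Controls: No-Arfgap1 wells (100%) versus DMSO full-reaction wells (0%); Replication: single well per compound.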
# DDE Tn6 FP inh – inhibitors of Tn6 peptide binding to fibrin DD(E), primary screen, biochemical, fluorescence polarization, human fibrin, Tn6 probe | Fibrinogen beta chain (Homo sapiens), P02675 | Fibrin DD(E) TRITC-Tn6 fluorescence polarization displacement | inhibition, % at 8.3 µM | 370,000 compounds, 0.21% hits;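 active = inhibition above a per-campaign cutoff: mean of compounds within control limits plus 3 SD, cut at about 15% in these data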;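 note: 0% = median of all compound wells on the plate and 100% = blocking peptide control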
# PLCb3 inh – human PLC-beta3 inhibitors, primary screen, biochemical, fluorescence; 1-phosphatidylinositol 4,5-bisphosphate phosphodiesterase beta-3 (Homo sapiens), Q01970; Purified PLC-beta3, fluorogenic substrate; inhibition, % at 12.2 µM; 370,000 compounds, 0.18% hits; AID 720704, 2013; in the data active = inhibition above about 11%;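 note: 0% = median of compound wells on plate and 100% = full blocker control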
# * marks the source's active call; other numbers are inactive results; nt = no result given.
SMILES,ADAM17 inh,ASAP1 GAP inh,PLC-gamma1 inh,MBD2 inh,Tn7 DDE FP,KLK7 zymogen act,UHRF1 MBD2 ctr,ARFGAP1 inhibitor,DDE Tn6 FP inh,PLCb3 inh
N#CC1(Nc2ccc(-c3ccc(NC4(C#N)CCCC4)cc3)cc2)CCCC1,19*,6,-22,-3,-10,-0.3,4,4,-4,-29
O=C(c1cccc(NS(=O)(=O)c2ccc(F)c(F)c2)c1)N1CCCCC1,-2,-3,-1,-2,6,-1.1,0,-10,1,-1
CCOC(=O)N1CCC(NC(=O)CCS(=O)(=O)c2ccc3c(c2)CCN3C(=O)CC)CC1,-1,-1,2,0,-6,-0.4,3,-1,-5,0
COC(=O)c1ccc2nc(-c3ccco3)c(Cc3ccccc3C(F)(F)F)n2c1,-58,-2,-104,2,-2,-3.7,19,7,8,-159
CCOC(=O)N1CCN(C(=O)COC(=O)c2cccc(S(C)(=O)=O)c2)CC1,-1,-16,2,0,2,-0.3,-1,-13,-2,-5
O=c1[nH]c2c(c(=O)[nH]1)OCN(Cc1ccccc1)C2,-1,3,-2,0,-3,0.9,-2,7,6,0
Fc1ccc(C2CCCN2Cc2nc(-c3cnccn3)no2)cc1 (stereo unspecified),-3,9,-2,4,3,-0.1,0,-16,-4,-2
COc1ccc(NC(=O)c2ccccc2NS(C)(=O)=O)cc1OC,-6,10,2,4,1,-0.6,1,0,1,-2
Cc1ncc(CN2CCCC(C(=O)Nc3ccc(-c4cccc(F)c4)cc3)C2)s1 (stereo unspecified),6,-7,2,1,4,0.6,0,9,-3,-7
CC(C)(C)[C@@H]1CCC(=O)N(CC[C@H](N=[N+]=[N-])c2ccccc2)CC1,-2,5,3,0,4,0.3,-3,2,10,4
O=C(Nc1ccc(Cl)cc1)c1ccc2ncsc2c1,-6,-18,1,-2,2,-0.4,-4,5,-1,-9
CCOC(=O)C1(C)CCN1C(=O)c1cc(C)oc1C (stereo unspecified),-2,1,-2,-2,1,0.3,0,-5,-5,1
Cc1ccc(C(=O)c2oc3nc(C)cc(C)c3c2N)cc1,-5,-7,-4,0,3,-1.1,-2,-7,2,-8
COc1ccc(-c2csc(-n3ncc(-c4cccs4)c3N)n2)cc1,-3,4,0,0,0,-0.3,2,3,-1,0
Cc1ccc(CCNC(=O)C2CCN(S(=O)(=O)c3ccc4c(c3)NC(=O)C(C)S4)CC2)cc1 (stereo unspecified),2,0,1,-3,2,0.0,0,8,-3,-7
COc1ccc(N2CC(C)Cn3c2nc2c3c(=O)n(Cc3ccc(C)cc3)c(=O)n2C)c(OC)c1 (stereo unspecified),-1,8,1,-1,-1,-0.3,-3,-12,-1,-12
O=C(CN1CCN(Cc2ccc(F)cc2Cl)C1=O)NCCCN1CCOCC1,-1,8,1,-3,0,0.0,3,1,2,5
CCCCN1C(=O)Cc2c1nc(N)c1c(N)nc(N(CCC)CCC)c(C#N)c21,-12,-9,-166,1,3,-1.3,-3,-3,2,-228
COc1ccc(CNC(=O)/C=C/[C@H]2O[C@@H](n3cc(C)c(=O)[nH]c3=O)C[C@@H]2O)cc1,-7,10,4,-4,2,-0.5,-1,4,1,3
Cc1cc2ccccn2c1C(=O)c1cccc([N+](=O)[O-])c1,1,0,-1,1,3,0.4,0,-7,5,-6
COc1ccc(S(=O)(=O)N2CCN(CC(=O)Nc3sccc3C(N)=O)CC2)cc1OC,1,2,-3,2,-11,-0.4,8,-2,12,-5
COc1ccc(CCN2C(=O)CSC2=S)cc1OC,0,9,-8,-2,-5,0.2,-1,-2,-3,-15
CCN(Cc1ccccc1)C(=O)c1cccc(S(=O)(=O)N2CCN(c3ccc(F)cc3)CC2)c1,4,-1,0,-3,1,0.1,2,4,0,-7
OCC[C@H]1C[C@@H](O)[C@H](O)[C@]2(CCCc3ccccc3O2)O1,-2,1,1,0,2,-0.7,-1,9,0,3
Cc1cc(Br)ccc1OCC(=O)NNC(=O)c1cnccn1,3,-3,-2,0,4,0.1,13,15,-6,-2

# Ten compounds already listed, sorted by count of non-hydrogen atoms, rising:
SMILES,ADAM17 inh,ASAP1 GAP inh,PLC-gamma1 inh,MBD2 inh,Tn7 DDE FP,KLK7 zymogen act,UHRF1 MBD2 ctr,ARFGAP1 inhibitor,DDE Tn6 FP inh,PLCb3 inh
COc1ccc(CCN2C(=O)CSC2=S)cc1OC,0,9,-8,-2,-5,0.2,-1,-2,-3,-15
Cc1cc2ccccn2c1C(=O)c1cccc([N+](=O)[O-])c1,1,0,-1,1,3,0.4,0,-7,5,-6
COc1ccc(NC(=O)c2ccccc2NS(C)(=O)=O)cc1OC,-6,10,2,4,1,-0.6,1,0,1,-2
O=C(c1cccc(NS(=O)(=O)c2ccc(F)c(F)c2)c1)N1CCCCC1,-2,-3,-1,-2,6,-1.1,0,-10,1,-1
CCOC(=O)N1CCN(C(=O)COC(=O)c2cccc(S(C)(=O)=O)c2)CC1,-1,-16,2,0,2,-0.3,-1,-13,-2,-5
N#CC1(Nc2ccc(-c3ccc(NC4(C#N)CCCC4)cc3)cc2)CCCC1,19*,6,-22,-3,-10,-0.3,4,4,-4,-29
CCCCN1C(=O)Cc2c1nc(N)c1c(N)nc(N(CCC)CCC)c(C#N)c21,-12,-9,-166,1,3,-1.3,-3,-3,2,-228
Cc1ccc(CCNC(=O)C2CCN(S(=O)(=O)c3ccc4c(c3)NC(=O)C(C)S4)CC2)cc1 (stereo unspecified),2,0,1,-3,2,0.0,0,8,-3,-7
CCN(Cc1ccccc1)C(=O)c1cccc(S(=O)(=O)N2CCN(c3ccc(F)cc3)CC2)c1,4,-1,0,-3,1,0.1,2,4,0,-7
COc1ccc(N2CC(C)Cn3c2nc2c3c(=O)n(Cc3ccc(C)cc3)c(=O)n2C)c(OC)c1 (stereo unspecified),-1,8,1,-1,-1,-0.3,-3,-12,-1,-12

# (more compounds)
SMILES,ADAM17 inh,ASAP1 GAP inh,PLC-gamma1 inh,MBD2 inh,Tn7 DDE FP,KLK7 zymogen act,UHRF1 MBD2 ctr,ARFGAP1 inhibitor,DDE Tn6 FP inh,PLCb3 inh
Cc1ccc(C)c(Cn2nnc3c(=O)[nH]c(C4CCN(C(=O)c5ccco5)CC4)nc32)c1,-4,-14,2,1,6,-0.5,1,7,-5,-6
CCOC(=O)C(C)Sc1ncnc2c1c(-c1ccccc1)cn2-c1ccc(OC)cc1 (stereo unspecified),-2,2,-3,3,-1,-2.3,1,-3,-5,-1
Cn1c(=O)n(C)c2cc([N+](=O)[O-])c(N3CCN(C(=O)c4ccccc4Br)CC3)cc21,-1,-16,2,-8,4,0.3,-11,-6,-2,1
COc1ccccc1CNC(=O)CSc1nnc2ccc(-c3cccnc3)nn12,-3,-3,-16,-6,-2,0.2,5,-1,9,-32
Nc1nonc1C(=O)N/N=C/c1cc2c(cc1[N+](=O)[O-])OCO2,-4,2,-1,-2,7,0.2,-3,12,10,-5
COC(=O)[C@@H]1C[C@@]2(c3ccccc3)c3ccccc3N(S(=O)(=O)c3ccccc3)[C@H]2N1C(=O)CNC1CCCCC1,2,nt,5,2,3,0.4,-3,nt,1,4
O=C(CCSc1nnc(-c2ccco2)o1)N1CCOCC1,-4,-1,0,-1,-2,0.8,2,-9,-4,-7
CC1CCN(Cc2nc(-c3ccccc3)no2)CC1,3,2,9,6,2,-0.6,-3,10,1,0
Cc1ccc(C)c(C(O)c2ncc(-c3cccc(C(F)(F)F)c3)[nH]2)c1 (stereo unspecified),2,8,0,-2,9,0.0,1,6,2,0
Cc1cc(-c2csc(NC(=O)c3ccc(C#N)cc3)n2)c(C)n1Cc1ccco1,5,-12,-17,22*,-1,-0.1,57*,-7,-12,-37
CCOC(=O)C(=NCC1CCCO1)NNc1cc(Cl)ccc1Cl (stereo unspecified),0,23,-3,-5,-6,-0.1,-1,10,-7,-8
COc1cc(/C=C2/C(=O)NN(c3ccc(F)cc3)C2=O)cc([N+](=O)[O-])c1O,7,5,1,-11,-4,0.2,2,-1,9,-2
CCOC(=O)C1=C(C)NC(=O)NC1c1ccco1 (stereo unspecified),-1,5,-1,2,3,0.2,1,5,4,-4
Cc1cc(C)c2c(NC(=S)Nc3ccccc3)n[nH]c2n1,0,8,-6,-2,-8,0.0,0,0,-2,-14
Cc1c(Br)c([N+](=O)[O-])nn1CC(=O)NCc1cccnc1,-4,-5,2,-3,-1,0.2,-3,-6,1,3
CN1CCN(CC(=O)Nc2ccc(Cl)cc2Cl)CC1,-1,-17,-1,1,9,-0.2,1,-2,2,2
CC(C)CC(=O)N/N=C/c1c(N)n(C)c(=O)n(C)c1=O,0,-7,3,-5,-8,0.4,-1,15,3,-4
COc1cc(NC(=O)CSc2ccc(-c3ccccn3)nn2)cc(OC)c1,0,1,0,1,-6,0.2,-4,-1,-6,-5
Cc1cc(C)nc(NC(=S)Nc2cccc(F)c2)c1,-1,3,2,-2,-5,0.3,-1,-10,-12,-7
CCNc1nc(NC(C)C)nc(OCCOC(=O)Nc2ccccc2)n1,-2,-8,-9,-3,-4,0.2,0,-2,-5,-13
Cc1nn(Cc2c(F)c(F)c(F)c(F)c2F)c(C)c1NC(=O)c1ccc(COc2ccccc2Cl)o1,3,3,1,1,-4,0.3,-4,-5,-7,-3
O=C(O)/C=C/C(=O)Nc1cccc2c1-c1ccccc1C2=O,-4,-9,-3,-11,-4,0.2,-11,-3,3,-6
C/C(=N\Nc1ccc(Cl)cc1)c1ccncc1,-1,9,-4,-6,0,0.4,-3,0,1,-12
O=S(=O)(NCCc1csc(-c2cccnc2)n1)c1cccc(F)c1,0,-5,-1,1,3,-0.1,1,2,4,-9
COc1ccc2c(CCNC(=O)Nc3ccccc3)c[nH]c2c1,1,1,-1,-3,0,0.8,2,-6,2,3
